# Screening results as filed in PubChem.
# MRP-1 activ – H69AR viability gain despite doxorubicin, primary screen, MRP-1 activator project, H69AR cells, CellTiter-Glo | AID 799, 2007 | viability increase, % at 10 µM | 0.61% of 140,000 active | viability rescue;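 active means viability gain under doxorubicin at or above a set limit, the compound median plus 3 SD, cut at about 4.7% in these data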;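 further: MRP-1 overexpressing cells given doxorubicin 25 µM after compound pretreatment; 18-22 h compound pretreatment then 72 h with doxorubicin before readout; 0% = doxorubicin-only wells and 100% = vehicle-treated cells without doxorubicin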
# Measles CPE – compounds protecting cells from measles virus cytopathic effect, primary screen, measles RdRp inhibitor project, single point, MLSMR library, absorbance | Measles virus-infected cells, CPE protection | protection (pct of control), % at 4 µM | 1.5% of 140,000 active; in the data active means protection mostly above about 24%, no sharp cut-off; inactive means mostly below about 26%; further: some compounds called inactive have numbers as strong as hits
# Phagocyt inh – inhibitors of macrophage phagocytosis, primary screen, imaging, J774A.1 cells, IgG beads. J774A.1 macrophage IgG-bead phagocytosis. inhibition, % at 5 µM. 0.07% of 110,000 active. AID 1029, 2008;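 active means inhibition above the mean of the plate negative controls plus 5 SD, cut at about 13% in these data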;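 further: phagocytic index as fraction of beads internalized from green versus red external bead signal; plate controls were DMSO negative control for no effect and cytochalasin-D positive control for full effect; some results beyond the cut were filed as inactive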
# bCat KO growth – primary screen for growth suppressors in beta-catenin knockout HCT116 cells (colon tumor, human). 1.5% of 140,000 active. HCT116 beta-catenin knockout viability, CellTiter-Glo, 60 h; active compounds read low. viability, % at 10 µM. AID 818, 2007;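 active means viability at or under a set limit, the compound median less 4 SD, cut at about 6% in these data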;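 further: 0% = Hyamine 1622 control at 20 µM and 100% = untreated cell control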
# PTEN del growth – growth suppression of PTEN-null HCT116, primary screen, cell-based, CellTiter-Glo. HCT116 PTEN-null viability, 60 h; active compounds read low. viability, % at 10 µM. 1.2% of 140,000 active. AID 827, 2007;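 active means viability at or below a set limit, 4 SD under the median of all tested compounds, cut at about 3.7% in these data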;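 further: PTEN knockout HCT116 line with beta catenin targeted HCT116 as companion control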
# GALR2 antag – GALR2 antagonists in receptor-expressing cells, primary screen; 0.39% of 140,000 active; Galanin receptor type 2 (Homo sapiens), O43603; AID 828, 2007; antagonist mode; inhibition, % at 4 µM; in the data active means inhibition above about 27%;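 further: cells stimulated with galanin 1-16 at roughly its EC80; 0% = agonist challenge control and 100% = basal control without agonist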
# Target sequence (O43603 whole entry, looked up): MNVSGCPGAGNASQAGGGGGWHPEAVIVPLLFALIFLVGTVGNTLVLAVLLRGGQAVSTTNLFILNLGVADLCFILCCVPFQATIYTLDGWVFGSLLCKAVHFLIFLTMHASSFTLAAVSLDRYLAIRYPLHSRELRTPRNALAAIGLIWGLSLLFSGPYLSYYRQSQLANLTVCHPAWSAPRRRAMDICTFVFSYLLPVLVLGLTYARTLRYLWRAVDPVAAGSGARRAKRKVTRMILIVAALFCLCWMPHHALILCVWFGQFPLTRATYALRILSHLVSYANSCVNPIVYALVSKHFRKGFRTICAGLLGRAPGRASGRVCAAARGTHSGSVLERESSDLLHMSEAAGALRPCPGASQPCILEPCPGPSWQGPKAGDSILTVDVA
# E-sel TNF inh – E-selectin induction blockers in HUVEC – imaging, immunofluorescence, high content, primary screen; inhibition, % at 2 µM; HUVEC TNFa-induced E-selectin immunofluorescence; 0.71% of 120,000 active;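 active means inhibition above the batch mean plus 3 SD, and confirmed as a hit on visual image review, cut at about 43% in these data; inconclusive means passes the inhibition cutoff but fails visual image review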;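 further: 0% = TNF-stimulated DMSO wells and 100% = unstimulated control wells; not every result past the cut was called active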
# NPY-Y2 antag – NPY-Y2 receptor antagonists, primary screen, cell-based; Neuropeptide Y receptor type 2 (Homo sapiens), P49146; NPY-Y2 expressing cells, antagonist mode; inhibition, % at 2.7 µM; 0.99% of 140,000 active; in the data active means inhibition above about 17%;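 further: 0% = vehicle with agonist challenge and 100% = reference antagonist with challenge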
# Target sequence (P49146 whole entry, looked up): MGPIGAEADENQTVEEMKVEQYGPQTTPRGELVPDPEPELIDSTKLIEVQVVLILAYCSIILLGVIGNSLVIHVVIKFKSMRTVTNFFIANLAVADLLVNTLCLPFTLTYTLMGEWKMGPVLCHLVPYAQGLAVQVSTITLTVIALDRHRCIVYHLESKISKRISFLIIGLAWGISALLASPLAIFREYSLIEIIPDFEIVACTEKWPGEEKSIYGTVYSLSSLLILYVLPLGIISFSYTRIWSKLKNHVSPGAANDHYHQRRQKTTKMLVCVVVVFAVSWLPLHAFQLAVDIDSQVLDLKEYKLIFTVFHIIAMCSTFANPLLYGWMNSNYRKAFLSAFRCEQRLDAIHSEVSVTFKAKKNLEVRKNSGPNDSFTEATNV
# Yeast lifespan up – compounds extending yeast replicative lifespan, primary screen, S. cerevisiae, OD615. S. cerevisiae growth with nicotinamide; deaD strain in restrictive glucose medium. inhibition of the nicotinamide effect, % at 10 µM. 0.68% of 130,000 active. AID 775, 2007;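 active means inhibition above a set limit, placed 3 SD over the median of all compounds, cut at about 26% in these data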;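 further: 0% = nicotinamide-treated wells and 100% = cells grown without nicotinamide; some compounds called inactive have numbers as strong as hits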
#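 System: Modified budding yeast, DeaD strain | Buffer or medium: Restrictive glucose medium | Also added: 1.5 mM nicotinamide | Doses: 10 µM single point, 0.25% DMSO | Schedule: 48 h compound exposure at 30 °C, humidified | Detection: Absorbance at 615 nm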
# BB579 growth dn – growth inhibitors of yeast BB579 in restrictive medium, primary screen, yeast lifespan-shortening project, S. cerevisiae; OD615, 48 h; inhibition, % at 10 µM; 0.51% of 140,000 active; AID 804, 2007;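 active means inhibition above a set limit, 3 SD over the mean compound inhibition, cut at about 44% in these data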; further: inactives centre near -24
#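 Assay system: S. cerevisiae DeaD strain BB579 yeast. Medium: CSMM-D restrictive synthetic medium containing dextrose (glucose). Times: 4 h cell preincubation, 48 h compound exposure, 30 °C humidified. Signal: OD615 turbidity measurement. Benchmarks: positive control amphotericin B 10 µg/mL.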
# * hit, by the source's call; ? = inconclusive; nt = not tested or not shown.
canonical_smiles	MRP-1 activ	Measles CPE	Phagocyt inh	bCat KO growth	PTEN del growth	GALR2 antag	E-sel TNF inh	NPY-Y2 antag	Yeast lifespan up	BB579 growth dn
O=C1C2C(c3ccccc3)C=CC(c3ccccc3)C2C(=O)N1CCCO (centres undefined)	-5.0	9	0	94	91	-8	14	3	-9	-23
CC(C)N(CCn1c(=S)[nH]c2ccccc2c1=O)C(C)C	-0.5	6	-1	81	77	0	26	5	-6	4
CN(C)CCC(=O)c1ccc(Cl)cc1	-0.9	4	0	93	108	-5	5	1	-3	-45
Cc1ccc2c(c1)/C(=N/N1C(=O)c3ccccc3C1=O)C(=O)N2	-0.4	31	-1	74	72	1	nt	-1	8	-31
Cc1ccc(-c2nc3cccnc3s2)cc1NS(=O)(=O)c1ccc2c(c1)CCCC2	-1.0	6	nt	92	84	-1	5	8	4	-11
CC(Sc1nnc2c(n1)C1(C)CCC2C1(C)C)C(=O)Nc1ccccc1 (centres undefined)	0.3	6	nt	100	108	2	-9	2	1	-53
Cn1c(C(=O)N2CCCC(C(=O)NCCN3CCOCC3)C2)cc2sccc21 (centres undefined)	-0.8	6	2	108	111	-7	nt	-1	2	-71
COc1cc(-c2nc(C(F)(F)F)c(OC)o2)cc(OC)c1OC	-3.7	10	-5	95	89	-7	1	3	-4	-22
Cc1cc([N+](=O)[O-])nn1CCCC(=O)Nc1sc2c(c1C(N)=O)CCC(C)C2 (centres undefined)	-2.5	8	-5	94	93	-5	84*	5	4	-21
Cc1ccc(-c2cc(C(=O)N/N=C/c3ccco3)[nH]n2)cc1	2.3	13	-3	114	95	-8	nt	6	-22	-45
CCOC(=O)C(Cc1ccccc1)NC(=O)CNC(=O)CNC(=O)OCc1ccccc1 (centres undefined)	-1.0	12	-15	92	100	-1	nt	3	1	-19
COc1ccccc1N1CCN(C(=O)CSc2nnc3c4ccccc4nc(Cc4ccccc4)n23)CC1	-0.7	8	-9	57	58	1	0	0	-4	-3
Cc1nnc(NC2CCCCC2)[nH]c1=O	-0.6	7	nt	101	102	-7	-10	-1	-11	-37
CCCCn1c(SCC(=O)N2CCCC2)nnc1-c1ccccc1	-1.9	6	-1	100	91	-8	-11	4	-12	4
Cc1cc(C)c(Nc2cc(S(=O)(=O)O)c(N)c3c2C(=O)c2ccccc2C3=O)c(C)c1	-0.8	7	-8	85	77	-5	24	1	35*	-71
O=C(Cn1c(C(=O)N2CCc3ccccc3C2)cc2sccc21)c1ccccc1	-3.5	10	0	84	69	3	8	7	-8	-44
Cc1cc(CNC(=O)c2cc(Br)ccc2Cl)nn1C	-1.0	32	-1	78	85	4	-10	2	-9	-42
CC(C)CC(=O)Nc1nnc(SCC(=O)Nc2ccc3c(c2)OCO3)s1	-2.9	6	-8	94	90	4	0	8	9	-19
Cc1cc(C)cc(N=Cc2ccc([N+](=O)[O-])s2)c1	-4.8	18	-3	1.9*	1.8*	7	-5	5	-11	100*
N#CC1=C(N)Oc2c(oc(CO)cc2=O)C1c1ccsc1 (centres undefined)	-0.4	9	1	98	105	-3	-13	-1	6	-16
O=C1c2cccnc2C(Nc2ccc(S(=O)(=O)N3CCCCCC3)cc2)N1Cc1ccccc1 (centres undefined)	-3.4	4	nt	85	78	-6	nt	0	-17	-42
Cc1ccc(S(=O)(=O)N2CCOCC(=O)NCCOCCNC(=O)COCC2)cc1	-0.4	3	0	92	101	5	-9	1	-1	-7
Cc1ccc(-n2c(C)cc(C(=O)OCC(=O)N(C)C3CCS(=O)(=O)C3)c2C)cc1 (centres undefined)	-1.5	5	2	99	100	14	-34	1	-5	-16
O=C(CCC(=O)N1CCN(S(=O)(=O)c2ccc(Cl)cc2)CC1)NC1CCCc2ccccc21 (centres undefined)	-0.4	6	nt	66	63	-4	-9	1	-5	-49
Cc1onc(-c2ccccc2)c1C(N)=O	0.1	2	0	96	104	6	15	7	1	-76

# (cont.)
canonical_smiles	MRP-1 activ	Measles CPE	Phagocyt inh	bCat KO growth	PTEN del growth	GALR2 antag	E-sel TNF inh	NPY-Y2 antag	Yeast lifespan up	BB579 growth dn
O=C(NCCN1C(=O)C2C3C=CC(C3)C2C1=O)Nc1ccccc1O (centres undefined)	0.7	15	0	100	105	0	-8	2	-9	-19
O=C(COc1ccc(S(=O)(=O)N2CCc3ccccc32)cc1Cl)NCc1ccccn1	-3.2	19	2	91	84	-4	-7	0	-1	-2
C=CCn1nnc2sc3c(c2c1=O)CCC(C)C3 (centres undefined)	1.4	8	0	99	98	-1	10	4	5	-75
CCOc1c(C)cc2[nH]c(CCC(=O)O)nc2c1C	-2.1	12	nt	90	94	-2	96*	0	0	-19
Clc1ccc(-c2nnnn2-c2ccc(Cl)c(Cl)c2)cc1Cl	1.6	38	-1	39	56	-5	-21	5	-9	-28
CC(C)C(c1nnnn1Cc1ccc(F)cc1)N1CCN(Cc2ccc3c(c2)OCO3)CC1 (centres undefined)	-3.0	11	-1	52	46	-3	nt	7	-3	-24
O=C(/C=C/c1cccs1)NCc1cccnc1	-2.7	7	-1	91	103	-3	nt	-1	7	-28
O=C(Oc1ccc(Cl)c2cccnc12)N1CCCCC1	-2.5	11	nt	91	89	2	-25	3	1	-12
Cc1nc(NCc2ccco2)c2c(C)c(C)sc2n1	-2.1	5	-1	1.7*	2.2*	6	6	3	-3	-59
O=C(NCc1ccco1)c1ccccc1NC(=O)C1CC(=O)N(c2ccc(Cl)cc2)C1 (centres undefined)	-1.2	7	-1	88	83	2	-18	3	-6	-47
CCOCCCNc1nc2c(C)cccn2c(=O)c1/C=C1\SC(=S)N(CC(C)C)C1=O	0.4	17	3	101	96	4	53	3	1	-64
COc1ccc(CNC(=O)C(OC(C)=O)c2ccccn2)cc1 (centres undefined)	0.4	6	-1	99	98	-7	-11	0	-5	-2
COc1ccc(-n2nnc3c(=O)n(C/C=C/c4ccccc4)cnc32)cc1	0.6	13	0	92	100	3	0	0	-5	-26
CN1CCN(S(=O)(=O)c2ccc(NC(=O)C3CCCO3)cc2)CC1 (centres undefined)	-2.2	28*	1	93	108	-3	?	2	-6	-30
CC(=O)N1CCN(c2ccc(NCc3ccc(C)s3)cc2)CC1	-3.4	19	1	89	94	6	nt	1	-8	-27
O=C(OCCO)c1cc(Cl)c(C(=O)OCCO)cc1Cl	1.3	27	-1	105	101	6	-37	-2	1	-54
Cc1nn(-c2ccccc2)cc1/C=N/O	-0.5	10	-1	101	95	17	-22	2	-19	-18
Cc1ccc(C)c(NC(=O)C(OC(=O)c2ccc(C)s2)c2ccccc2)c1 (centres undefined)	-2.1	13	-7	84	75	-22	-8	11	-2	-29
O=C(Nc1ccccc1N1CCCC1)c1cccc(-c2cc3ccccc3oc2=O)c1	-2.4	21	-4	77	71	3	nt	6	-2	-32
O=C(CCN1CCCCC1)Nc1ccc(Br)cc1	-3.4	13	nt	91	100	-3	16	4	-3	-38
Cc1nnc(C)c2c(C)n(Cc3ccc4c(c3)OCO4)c(C)c12	-1.4	2	-1	62	67	5	1	3	-6	-30
CC(C)=CC(=O)N1CCCc2ccccc21	1.0	3	-2	99	101	2	0	-1	-17	-3
Cc1ccccc1C(=O)NC(=S)Nc1ccc(S(=O)(=O)N(C)c2ccccc2)cc1	0.3	14	-2	89	81	8	14	3	2	-76
CC(C)(C)C(=O)NNC(=O)CCCOc1ccc(Cl)cc1Cl	-0.3	13	nt	94	95	9	-53	10	1	-29
COC(=O)C(C)Sc1nc2c(c(=O)[nH]c(=O)n2C)n1CCCc1ccccc1 (centres undefined)	-0.1	1	0	91	94	-3	-11	46*	-4	-38

# Following part.
canonical_smiles	MRP-1 activ	Measles CPE	Phagocyt inh	bCat KO growth	PTEN del growth	GALR2 antag	E-sel TNF inh	NPY-Y2 antag	Yeast lifespan up	BB579 growth dn
COc1cc(-c2nnc(CSc3nnc4nc(C)cc(C)n34)o2)cc(OC)c1OC	-2.5	7	4	84	86	-9	nt	0	-13	-40
Cc1ccccc1Cn1cnc2c(NS(C)(=O)=O)c(C)c(C)cc21	-0.8	15	0	86	86	1	-1	4	-13	-40
COc1ccc(C(=O)N2CCN(c3nnnn3-c3ccccc3)CC2)cc1OC	0.5	5	-2	97	101	-9	-10	4	-6	-45
CCOC(=O)c1cc(-c2ccccc2)n(CCC(=O)O)c1C	-1.2	27	-1	74	81	4	-12	1	-13	0
COc1ccc(Nc2cc(C)nc(N3CCOCC3)n2)cc1	-1.7	3	-3	99	95	16	22	3	-9	-32
C=CCOc1ccc(Cl)cc1CNCCCN1CCOCC1	-1.9	3	nt	84	91	2	16	12	-5	-34
COc1cc(S(=O)(=O)NCc2ccccn2)c(OC)cc1Cl	-1.9	12	nt	88	95	-18	-7	2	nt	-17
O=c1cc(CO)oc(CN2CCN(Cc3ccccc3)CC2)c1O	0.1	25	0	97	97	-11	5	0	4	-14
Cc1nc2ccc(S(=O)(=O)N(C)CC(=O)N3CCc4ccccc4C3)cc2s1	-2.6	11	0	86	91	8	nt	4	-1	-25
CCOC(=O)Cc1csc(NC(=O)c2ccc(S(=O)(=O)N3CCCC3)cc2)n1	-0.9	21	0	78	77	4	-6	-1	-5	-67
O=C(COC(=O)c1cc(=O)[nH]c2ccccc12)NC(=O)NC1CCCCC1	-2.0	20	-2	96	93	-8	7	2	4	-30
COc1ccc(C(=O)CN(Cc2ccccc2)C2=NCCS2)cc1	-2.4	9	-9	62	66	5	nt	5	5	-3
CNc1ccccc1C(=O)OCC(=O)c1ccccc1	0.1	2	nt	92	95	-3	nt	0	-8	-22
CC(=O)c1cc(C#N)c(SCC(=O)C(C)(C)C)nc1C	-3.4	4	0	75	82	1	nt	2	-19	0
CCCCCCOC(=O)c1ccc(OC(=O)c2cccnc2)cc1	1.8	4	-1	110	89	-1	6	4	-12	12
Cc1ccc(C(=O)Nc2nncs2)cc1S(=O)(=O)N1CCOCC1	-2.8	17	-1	98	102	-1	-20	4	-6	-9
O=C(CN1CCN(c2ccccc2Cl)CC1)NC1CCCc2ccccc21 (centres undefined)	-0.6	8	nt	82	80	1	nt	5	5	-34

# 3 of the entries above in order of the NPY-Y2 antag value, high to low:
SMILES	Measles CPE	Phagocyt inh	GALR2 antag	E-sel TNF inh	NPY-Y2 antag	Yeast lifespan up
Cc1nc(NCc2ccco2)c2c(C)c(C)sc2n1	5	-1	6	6	3	-3
Cc1ccc(-n2c(C)cc(C(=O)OCC(=O)N(C)C3CCS(=O)(=O)C3)c2C)cc1 (centres undefined)	5	2	14	-34	1	-5
O=C(COc1ccc(S(=O)(=O)N2CCc3ccccc32)cc1Cl)NCc1ccccn1	19	2	-4	-7	0	-1
